Bcl-xL primary – inhibitors of human Bcl-xL, primary screen, biochemical, fluorescence polarization, HTS. AID 2129, 2009. actives 0.7% (n = 320,000). inhibition, % at 10.9 µM. GST-Bcl-xL / FITC-Bim BH3 peptide fluorescence polarization;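 active = inhibition above the mean of all tested compounds plus 3 SD, cutoff set per campaign, cut at about 30% in these data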;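 note: 0% = DMSO wells and 100% = unlabeled Bim-BH3 peptide competitor; inhibitors lower millipolarization by displacing the labeled peptide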
ZTA DNA inh – ZTA (EBV) inhibition in EBNA-1 counter-screen; P03206; ZTA-DNA binding, fluorescence polarization; inhibition, % at 11 µM; actives 0.15% (n = 320,000); AID 2234; in the data active = inhibition above about 33%
Target sequence (P03206 whole entry, looked up): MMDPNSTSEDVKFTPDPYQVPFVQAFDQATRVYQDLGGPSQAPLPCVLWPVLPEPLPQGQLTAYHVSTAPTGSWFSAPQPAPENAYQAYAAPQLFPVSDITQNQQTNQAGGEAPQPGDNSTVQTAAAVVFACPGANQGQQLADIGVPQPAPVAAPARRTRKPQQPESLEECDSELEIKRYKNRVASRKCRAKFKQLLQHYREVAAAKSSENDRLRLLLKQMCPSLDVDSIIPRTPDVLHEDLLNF
GLD-1 TGE inh – GLD-1/TGE RNA complex disruptors, primary screen, biochemical, fluorescence polarization; inhibition, % at 5.96 µM; actives 0.44% (n = 320,000); purified GLD-1 + fluorescein TGE RNA;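 active = percent inhibition above a per-plate cutoff, the plate mean of test compounds plus 3 SD, cut at about 30% in these data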;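 note: 0% = DMSO wells with GLD-1 and probe and 100% = wells lacking GLD-1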
Target sequence (Q17339 whole entry, looked up): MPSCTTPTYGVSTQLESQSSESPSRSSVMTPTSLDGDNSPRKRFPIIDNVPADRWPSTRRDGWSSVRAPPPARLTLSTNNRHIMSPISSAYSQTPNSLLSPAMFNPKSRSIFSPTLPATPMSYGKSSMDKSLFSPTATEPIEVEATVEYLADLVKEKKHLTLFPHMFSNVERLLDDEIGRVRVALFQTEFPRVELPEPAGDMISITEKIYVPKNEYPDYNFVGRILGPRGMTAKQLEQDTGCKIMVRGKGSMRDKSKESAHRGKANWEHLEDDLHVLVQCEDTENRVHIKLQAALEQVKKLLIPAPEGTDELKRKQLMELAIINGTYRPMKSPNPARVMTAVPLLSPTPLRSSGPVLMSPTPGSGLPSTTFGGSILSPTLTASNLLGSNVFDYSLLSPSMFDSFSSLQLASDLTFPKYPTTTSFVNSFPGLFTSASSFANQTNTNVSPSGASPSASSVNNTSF
MEX-5 binding – MEX-5 zinc finger RNA-binding disruptors – biochemical, C. elegans, fluorescence polarization, MLPCN library, primary screen. Zinc finger protein mex-5 (Caenorhabditis elegans), Q9XUB2. MEX-5/FITC-TCR2 RNA binding; hits give low values. activity score (negative = inhibition of binding), % at 10 µM. actives 0.38% (n = 300,000). AID 1832, 2009;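 active = inhibition past about -25% in most replicates, and total fluorescence under double the plate's negative control median, limit read from the data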;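 note: 0% = DMSO and -100% = 5 µM competing unlabeled TCR2 RNA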
Fam108B inh – mouse Fam108B serine hydrolase inhibitors, primary screen, counter-screen for RBBP9 inhibitor project, biochemical, fluorescence polarization; actives 0.33% (n = 300,000); AID 1947, 2009; inhibition, % at 9.51 µM; recombinant Fam108B, FP-Rh probe fluorescence polarization;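 active = inhibition above the screen mean inhibition plus 3 SD, computed separately per campaign, cut at about 18% in these data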;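 note: inhibitors lower polarization as less probe binds the enzyme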
EBNA-1 inh – EBNA-1 DNA-binding inhibitors, primary screen, biochemical, fluorescence polarization; inhibition, % at 14.8 µM; AID 1950, 2009; actives 0.34% (n = 300,000); in the data active = inhibition above about 28%
Efflux pump mplx – inhibitors of Candida efflux pumps in yeast, primary screen, S. cerevisiae, Nile Red, multiplex; AID 485275, 2010; S. cerevisiae Candida pump triplex; inhibition, % at 10 µM; actives 0.44% (n = 330,000);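 active = plate passing quality check with inhibition over a set limit, or well fluorescence over plate mean plus 4 SD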;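 note: Nile Red retained in pooled yeast measured as flow cytometry median fluorescence; 0% = buffer negative control and 100% = Enniatin B positive control; higher means more Nile Red kept so more efflux inhibition; some compounds called inactive have numbers as strong as hits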
Yeast superoxide – reduction of superoxide in aged yeast, primary screen, HTS; S. cerevisiae aged cells, superoxide DHE fluorescence; hits give low values; superoxide response (% of plate mean), % at 10 µM; actives 0.18% (n = 330,000); AID 2690, 2010;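 active = superoxide response under a set limit, about three screen SD below normal, cut at about 65% in these data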;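 note: yeast aged for seven days with compound at 30 °C before DHE staining; 100% = average MFI of all compound-treated wells on the plate with controls excluded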
MCL1-BIM inh – inhibitors of MCL1 binding to BIM-BH3, primary screen, biochemical, fluorescence polarization; AID 2057, 2009; Induced myeloid leukemia cell differentiation protein Mcl-1 (Homo sapiens), Q07820; GST-MCL1 / FITC-Bim-BH3 fluorescence polarization; inhibition, % at 10.9 µM; actives 0.68% (n = 320,000);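 active = inhibition above the mean inhibition of all tested compounds plus 3 SD, set per campaign, cut at about 40% in these data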;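 note: 0% = DMSO wells and 100% = unlabeled Bim-BH3 peptide control; higher means more loss of mP so more displacement of Bim peptide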
Target sequence (Q07820 whole entry, looked up): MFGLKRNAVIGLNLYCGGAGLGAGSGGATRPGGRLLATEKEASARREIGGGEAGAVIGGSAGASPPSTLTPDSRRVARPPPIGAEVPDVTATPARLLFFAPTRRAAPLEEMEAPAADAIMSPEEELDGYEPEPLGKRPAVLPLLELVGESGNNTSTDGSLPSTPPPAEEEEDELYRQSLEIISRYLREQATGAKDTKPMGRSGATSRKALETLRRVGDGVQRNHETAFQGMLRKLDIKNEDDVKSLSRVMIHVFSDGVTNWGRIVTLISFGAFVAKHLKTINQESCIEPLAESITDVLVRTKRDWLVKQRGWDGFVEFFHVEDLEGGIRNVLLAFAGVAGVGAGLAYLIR
The depositor's hits bear a star; . = no result given.

SMILES	Bcl-xL primary	ZTA DNA inh	GLD-1 TGE inh	MEX-5 binding	Fam108B inh	EBNA-1 inh	Efflux pump mplx	Yeast superoxide	MCL1-BIM inh
O=C(CSc1nc2ccccc2c(=O)n1Cc1ccc(F)cc1)NCc1cccs1	8	-9	6	1.2	-3	6	0.1	82	12
Cc1ccc2c(C)c(C(=O)N3CCN(c4cnccn4)CC3)oc2c1C	-2	-4	0	-1.3	3	2	-0.1	105	-6
CC(C)=C1C2C=CC1C1C(=O)N(c3ccc4c(c3)OCO4)C(=O)C21 (stereo not given)	8	13	-2	0.1	-2	-6	0.0	122	3
O=C(CSc1ccc2nnc(-c3ccc(Cl)cc3)n2n1)N1CCc2ccccc21	8	-3	6	3.8	2	5	-0.2	93	10
CCc1ccc(C(=O)COC(=O)C(Cc2ccccc2)NC(=O)c2ccc(Cl)cc2)cc1 (stereo not given)	5	-1	-1	1.5	-1	5	0.1	104	0
O=C(O)COc1ccc2c(c1)O/C(=C\c1cccs1)C2=O	10	-15	4	-5.8	-1	-2	0.0	105	10
Cc1cccc(NC(=O)Nc2ccc3c(c2)N(C)C(=O)CS3)n1	4	6	6	4.9	-7	-7	-0.1	95	2
Cc1[nH]n(-c2ccc([N+](=O)[O-])cc2)c(=O)c1C=NCC1CCCO1 (stereo not given)	0	-14	-3	1.5	-2	-2	0.0	94	-1
CO[C@H]1O[C@H](C)[C@@H](O)C[C@H]1NC(=O)OCc1ccccc1	5	-3	1	-2.3	-2	-6	-0.1	101	-5
CCCN(CC(=O)Nc1ccc(F)c(F)c1F)C(=O)c1ccc(N2CCCC2=O)cc1	0	7	5	.	.	.	0.1	124	3
Cc1ccc(-c2noc(CCC(=O)NCc3ccco3)n2)cc1	4	-13	0	1.5	2	6	0.0	109	5
CCOc1cc(/C=C2\C(=O)N(Cc3ccc(C)cc3)C(C)=C2C(=O)OC)ccc1O	14	-5	13	-0.3	7	-9	0.0	111	12
C#CCN1C(=O)S/C(=C\c2ccc(-c3ccc(C(=O)O)cc3C)o2)C1=O	15	24	-3	-3.9	3	4	0.1	96	66*
O=C(CSc1nnc2scc(-c3ccccc3)n12)NCC1CCCO1 (stereo not given)	-3	6	2	3.9	1	1	0.0	79	0
Cc1cc(CNC(=O)CCc2nnc(CCCCc3ccccc3)o2)nn1C	8	12	0	0.0	0	5	0.3	111	5
COc1cc([N+](=O)[O-])c(OC)cc1SCc1n[nH]c(=S)n1-c1ccc(F)cc1	-8	-25	5	-0.8	-3	-2	0.0	95	-2
CCCCCCCCN1[C@@H](CC(C)=O)c2cc(C(F)(F)F)ccc2S1(=O)=O	8	-3	-1	-3.1	-2	2	0.0	105	8
CC(C)N(CCNC(=O)C1CCCN(c2ncnc3c2nc2n3CCCCC2)C1)Cc1ccccc1 (stereo not given)	0	-16	-3	-0.5	2	-13	0.3	118	3
CCOC(=O)C1=C(C)N(C)C(C)=C(C(=O)OCC)C1c1ccccc1	6	-6	3	3.1	4	9	0.0	109	4
O=S(=O)(NCCc1ccccn1)c1ccc(F)c(F)c1	4	-12	5	0.7	2	-6	-0.1	104	-2
C[C@@H](NC(=O)c1[nH]cnc1C(=O)Nc1nccs1)c1ccccc1	7	-16	0	.	.	.	-0.2	87	8
O=C(COc1ccc(-c2ccccc2)cc1)NN=C1CCCC1	1	5	1	.	-5	-20	0.1	113	1
Cc1ccccc1C(=O)Nc1nc2c(C)csc2c(=O)s1	5	4	4	2.0	-4	55*	0.1	87	6
OCC(Cc1ccccc1)NCc1ccccc1C(F)(F)F (stereo not given)	-3	-4	1	2.9	-2	3	0.2	100	-3
CCOC(=O)c1ccc(C(=O)OCC)c(NC(=S)Nc2ccc([N+](=O)[O-])cc2OC)c1	3	12	3	-1.9	0	8	-0.2	111	6
COc1ccc(Cl)cc1NC(=O)CSc1nc(Nc2ccccc2)nc(N2CCOCC2)n1	6	-3	-2	-0.4	-17	8	0.0	94	3
O=C(OCc1nc2ccccc2s1)c1ccc(Br)o1	10	7	-6	2.8	3	6	0.0	103	0
CC(C)c1nc2ccc(NC(=O)C3CCCCC3)cc2[nH]1	3	-22	4	.	1	4	0.2	94	3
Cc1ccccc1OCC(=O)N/N=C/c1ccc2c(c1)OCCO2	0	7	2	-0.1	4	10	-0.3	84	2
Cc1nc2ccccc2c(=O)n1-c1cccc(NS(=O)(=O)c2ccccc2)c1	5	13	-4	-1.2	3	4	0.0	99	5
CN(c1ccccc1)S(=O)(=O)c1ccc(NC(=O)c2cccs2)cc1	2	7	-3	2.0	-6	9	0.1	113	0
COc1nc(OC)nc(N2CCC(C(=O)NCc3cccs3)CC2)n1	3	1	3	-0.3	1	1	0.1	91	3
CC(=O)N1CCN(C(=O)c2cccc(NS(=O)(=O)c3ccc(Br)cc3)c2)CC1	5	7	6	-0.4	-3	3	-0.1	89	3
CCOC(=O)/C(N=Nc1c(C)n(C)n(-c2ccccc2)c1=O)=C(\C)O	0	-5	4	-3.7	-3	-11	0.0	109	-5
CC(C)(C)OC(=O)N[C@@H](COCc1ccccc1)C(=O)N[C@@H](CO)[C@H](O)[C@@H]1C[C@@H]1C(=O)NC1CC1	2	2	4	-0.2	5	2	0.4	99	2
CCOC(=O)CC(=O)CSc1ncnc2c1oc1ccccc12	15	-7	4	-3.0	-1	0	0.1	87	14
CCC(C)(C)NC(=O)C(c1ccc(OC)cc1)N(C(=O)CCC(=O)Nc1cc(C)on1)C1CC1 (stereo not given)	-3	-28	-4	-1.4	-4	-21	0.5	104	-3
COc1ccc(NC(=O)c2sc3nc(C)nc(N4CCOCC4)c3c2C)c(OC)c1	3	-4	-9	0.5	3	-13	0.2	114	6
CCOC(=O)c1nnsc1NC(C)=O	8	-12	0	-3.7	-1	5	-0.1	98	11
Cc1sc2ncn(CC(=O)NCCCC(=O)N3CCN(c4ccccn4)CC3)c(=O)c2c1C	3	-23	-7	0.4	-3	-5	0.0	88	8
COCCN(C(=O)COC(=O)c1ccc2c(c1)OCCO2)c1c(N)n(Cc2ccccc2)c(=O)[nH]c1=O	2	-7	1	3.2	1	-5	0.0	83	-1
CCc1c(C)sc(NC(=O)Cc2ccccc2C)c1C(=O)N1CCOCC1	2	8	-3	-0.1	-1	6	0.0	104	9
CCCCN(C)C(=O)C(Cc1ccccc1)NS(=O)(=O)c1ccc2c(c1)c(=O)n(C)c(=O)n2C (stereo not given)	3	0	10	3.3	1	-5	-0.1	96	1
CCOc1ccc(C(=O)NCC(=O)OCCN2C(=O)c3ccccc3C2=O)cc1OCC	-9	-4	2	.	.	.	0.0	97	-12
Nc1c2c(nc3ccccc13)CCC2	2	-25	5	3.2	-3	4	-0.1	101	3
Cc1onc(-c2c(F)cccc2Cl)c1C(=O)NCCCN1CCOCC1	7	7	1	-0.2	3	-1	0.1	118	2
O=C(COC(=O)CCc1ccccc1)Nc1ncc(Cl)cc1Cl	1	-21	8	-0.7	0	3	-0.1	95	0
CN(C)CCNc1ncnc2c1sc1nc(N3CCCC3)c3c(c12)CC(C)(C)OC3	-1	8	2	5.9	3	14	-0.2	92	-3
CCOc1ccc(C(=O)Nc2cccc(-c3nc4ccccc4[nH]3)c2C)cc1[N+](=O)[O-]	5	-2	2	-0.2	0	22	0.1	94	9
COc1cccc(N(C(=O)Cn2nnc(-c3ccc(Cl)cc3)n2)C(C(=O)NCC2CCCO2)c2ccc(C)cc2)c1 (stereo not given)	-1	15	-1	2.8	-6	-11	0.6	115	-3
CCn1cc(C(=O)N2CCCC2)c(=O)c2cc(S(=O)(=O)N3CCOCC3)ccc21	9	-1	5	1.7	0	11	-0.1	89	-1
OC(c1cccc(OCc2ccccc2)c1)c1nnc(-c2ccccc2)o1 (stereo not given)	-3	-1	4	-1.2	0	2	0.1	86	-9
CCCCCCCCS(=O)C1CS(=O)(=O)CC1O (stereo not given)	3	9	9	1.9	0	-5	0.1	102	6
CC(=O)Nc1cccc(-c2nnc3n2CC(C)S3)c1 (stereo not given)	-3	13	2	0.4	-2	-5	0.1	96	2
O=C(CC(c1ccccc1)c1ccccc1)Nc1ncn[nH]1	5	-1	4	31	-4	4	0.0	89	11
CC(Nc1ccccc1CO)C(=O)Nc1cccc(Cl)c1Cl (stereo not given)	-2	-5	7	-3.2	3	-3	-0.1	88	3
COc1ccc(S(=O)(=O)Nc2c(O)ccc3ccccc23)cc1OC	22	-1	-5	0.2	-3	-4	0.4	127	7
CC1CCCC(NC(=O)CN(C)S(=O)(=O)c2cnc[nH]2)C1C (stereo not given)	5	17	-4	0.0	1	-11	0.1	101	24
Cc1ccccc1NC(=O)Nc1nc2ccc(S(C)(=O)=O)cc2s1	3	38*	-4	1.3	-15	155*	0.1	90	-3
Cc1cccc(CCN=c2c([N+](=O)[O-])nn(-c3ccccc3)n2O)c1	-4	-5	-13	0.7	0	-2	0.3	113	-7

Next records follow.
SMILES	Bcl-xL primary	ZTA DNA inh	GLD-1 TGE inh	MEX-5 binding	Fam108B inh	EBNA-1 inh	Efflux pump mplx	Yeast superoxide	MCL1-BIM inh
CC(C)COC(=S)Nc1ccccc1	5	-1	-3	4.3	0	7	-0.2	85	5
CC(C)c1ccccc1-n1c(SCC(=O)N2CCc3ccccc3C2)nc2ccccc2c1=O	5	-21	5	-1.2	0	-5	0.1	75	0
COC(=O)C(Cc1ccccc1)NC(=O)c1cc(S(=O)(=O)N(C)C)ccc1Cl (stereo not given)	7	-4	-2	-2.1	8	6	-0.2	86	3
Cc1ccc(C(=O)COC(=O)CN2C(=O)C3C4C=CC(C4)C3C2=O)cc1C (stereo not given)	5	-4	-1	-0.1	-3	7	-3.5	105	4
S=C(NCc1ccccc1)Nc1ccc(Oc2ccccc2)cc1	1	5	10	-1.7	-1	-2	0.7	85	0
COc1ccc(OC)c(NC(=O)C2C3C=CC(C3)C2C(=O)NCc2cccnc2)c1 (stereo not given)	4	-15	-1	-2.5	-1	3	-0.1	99	-8
COc1ccc(C(=O)C2CCCN(C(=O)Cn3nc(C)cc3C)C2)cc1F (stereo not given)	-2	-17	-1	0.3	2	-13	0.0	107	-4
CCCCCC(=O)NN1C(=S)N(c2ccc(OC)cc2)C(=O)C1CC(=O)Nc1ccccc1 (stereo not given)	4	15	-3	-3.0	1	1	-0.1	101	3
Cc1ccc(C(=O)c2sc3c(c2N)c(=O)[nH]c(=O)n3CCc2ccccc2)cc1	-3	5	1	1.3	2	6	0.1	105	-6
CCN(C(N)=S)c1ccccc1	2	-5	7	0.0	-1	0	-0.1	92	6
CN1CCN(c2nc(-c3ccccc3)c3cc(Cl)ccc3n2)CC1	-2	5	3	0.8	1	10	-0.1	89	1
O=C1CC(Nc2ccc(N3CCOCC3)cc2)C(=O)N1Cc1ccccc1 (stereo not given)	6	11	12	-2.2	0	8	0.4	86	14

Three records picked at random from those above:
SMILES	Bcl-xL primary	ZTA DNA inh	GLD-1 TGE inh	MEX-5 binding	Fam108B inh	EBNA-1 inh	Efflux pump mplx	Yeast superoxide	MCL1-BIM inh
CCCCCC(=O)NN1C(=S)N(c2ccc(OC)cc2)C(=O)C1CC(=O)Nc1ccccc1 (stereo not given)	4	15	-3	-3.0	1	1	-0.1	101	3
COC(=O)C(Cc1ccccc1)NC(=O)c1cc(S(=O)(=O)N(C)C)ccc1Cl (stereo not given)	7	-4	-2	-2.1	8	6	-0.2	86	3
CC(C)COC(=S)Nc1ccccc1	5	-1	-3	4.3	0	7	-0.2	85	5
